Source: PubChem BioAssay (Sanford-Burnham Center for Chemical Genomics)
TNAP inh pNP – blocks human TNAP p-nitrophenol release | inhibition, % at 20 µM | purified TNAP, pNPP hydrolysis, absorbance 405 nm | 21,000 tested, under 10 active | P05186;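 note: 0% = DMSO only wells and 100% = 1 mM levamisole wells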
Target sequence (P05186 whole entry, looked up): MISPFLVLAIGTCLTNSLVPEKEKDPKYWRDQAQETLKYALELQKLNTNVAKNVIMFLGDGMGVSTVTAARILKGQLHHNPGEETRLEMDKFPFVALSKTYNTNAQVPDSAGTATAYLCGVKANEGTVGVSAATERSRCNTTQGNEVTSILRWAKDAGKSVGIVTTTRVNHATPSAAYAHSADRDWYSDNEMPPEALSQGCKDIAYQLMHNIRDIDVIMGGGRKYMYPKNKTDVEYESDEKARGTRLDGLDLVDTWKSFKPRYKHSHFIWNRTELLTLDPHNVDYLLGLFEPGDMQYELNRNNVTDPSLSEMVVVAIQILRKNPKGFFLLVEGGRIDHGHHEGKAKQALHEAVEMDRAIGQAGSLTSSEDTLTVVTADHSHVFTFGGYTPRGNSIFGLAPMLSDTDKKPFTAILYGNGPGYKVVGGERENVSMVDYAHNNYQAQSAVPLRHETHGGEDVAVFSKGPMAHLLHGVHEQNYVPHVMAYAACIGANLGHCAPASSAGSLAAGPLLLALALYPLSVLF
TNAP Pi inh – inhibitors of human tissue-nonspecific alkaline phosphatase; inhibition, % at 20 µM; P05186; 21,000 tested, under 10 active; purified TNAP, pNPP, malachite green phosphate absorbance
* hit, by the source's call.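 Rule for the calls: active = inhibition above 50% at the 20 µM single-dose screen; inactive = the rest.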 Not all compounds are listed, so the mix of outcomes need not match the whole.

SMILES	TNAP inh pNP	TNAP Pi inh
CCOC(=O)c1cccc(NC(=O)CSc2nnc(COc3ccccc3C)o2)c1	2	10
COc1cc(C(c2nnnn2C2CCCC2)N2CCN(C)CC2)cc(OC)c1OC (centres undefined)	-7	-3
Cc1ccc(CN(Cc2cc3cc(C)ccc3[nH]c2=O)C(=O)N2CCOCC2)cc1	0	0
CCCCn1c(C)nc2c(=O)n(C)c(=O)[nH]c21	1	9
O=C(COC(=O)CCc1c[nH]c(=O)[nH]1)Nc1ccccc1Cl	-2	-3
O=c1cc(CSc2ccc(S(=O)(=O)N3CCCCC3)cn2)nc2sccn12	7	12
Cc1cc(S(=O)(=O)Nc2c(C(=O)O)[nH]c3ccccc23)ccc1F	5	10
CC1(C)NC(=O)N(CCCCOc2cccc(C(F)(F)F)c2)C1=O	4	-15
CCCN1CN(Cc2ccccc2)CC2=C1CC(C)(C)CC2=O	-6	6
CCOC(=O)C1=C(C)NC(=O)NC1c1ccc(NC(C)=O)cc1 (centres undefined)	-6	2
Cc1oc2c(CN3CCCC3)c(O)ccc2c(=O)c1Oc1ccccc1Br	2	9
COc1ccc(CCNC2CC(C)N(C)CC2C)cc1OC (centres undefined)	3	1
Cc1cc(NC(=O)CSc2nnc3c(C)cc4c(C)ccc(C)c4n23)no1	3	9
CCc1ccc(OCC(=O)NCc2ccco2)c(Br)c1	-3	-1
COc1cc(OC)cc(C(=O)NCCNC(=O)c2ccccc2)c1	0	0
Cn1c(=O)c2c(nc(OC/C=C/c3ccccc3)n2C)n(C)c1=O	5	4
O=S1(=O)NC2CCCCCN2c2ccc(F)cc21 (centres undefined)	-18	-9
CC1CCCN(c2ccc(C(=O)NCC3CCCO3)cn2)C1 (centres undefined)	-11	0
N#CCC(=O)N1CCCCCC1	0	7
CCn1c(Cn2nnc(-c3ccccc3)n2)nnc1SCC(=O)N1CCOCC1	5	16
CC1(C)Cc2c(c(-c3ccccc3)nc(N3CCCC3)c2C(N)=O)CO1	10	18
O=C(CC1COc2ccccc2O1)NC1CCCCC1 (centres undefined)	-2	8
Cc1ccc(C(C)C)c(OCCNc2nc3c(c(=O)n(C)c(=O)n3C)n2C)c1	2	7
CC(C)C(=O)Nc1ccc(NC(=O)c2cc3ccccc3o2)cc1	3	3
Cc1cc(-c2ccccc2C(=O)O)on1	5	8

19 successive records already listed, quoted:
SMILES	TNAP inh pNP	TNAP Pi inh
Cc1cc(S(=O)(=O)Nc2c(C(=O)O)[nH]c3ccccc23)ccc1F	5	10
CC1(C)NC(=O)N(CCCCOc2cccc(C(F)(F)F)c2)C1=O	4	-15
CCCN1CN(Cc2ccccc2)CC2=C1CC(C)(C)CC2=O	-6	6
CCOC(=O)C1=C(C)NC(=O)NC1c1ccc(NC(C)=O)cc1 (centres undefined)	-6	2
Cc1oc2c(CN3CCCC3)c(O)ccc2c(=O)c1Oc1ccccc1Br	2	9
COc1ccc(CCNC2CC(C)N(C)CC2C)cc1OC (centres undefined)	3	1
Cc1cc(NC(=O)CSc2nnc3c(C)cc4c(C)ccc(C)c4n23)no1	3	9
CCc1ccc(OCC(=O)NCc2ccco2)c(Br)c1	-3	-1
COc1cc(OC)cc(C(=O)NCCNC(=O)c2ccccc2)c1	0	0
Cn1c(=O)c2c(nc(OC/C=C/c3ccccc3)n2C)n(C)c1=O	5	4
O=S1(=O)NC2CCCCCN2c2ccc(F)cc21 (centres undefined)	-18	-9
CC1CCCN(c2ccc(C(=O)NCC3CCCO3)cn2)C1 (centres undefined)	-11	0
N#CCC(=O)N1CCCCCC1	0	7
CCn1c(Cn2nnc(-c3ccccc3)n2)nnc1SCC(=O)N1CCOCC1	5	16
CC1(C)Cc2c(c(-c3ccccc3)nc(N3CCCC3)c2C(N)=O)CO1	10	18
O=C(CC1COc2ccccc2O1)NC1CCCCC1 (centres undefined)	-2	8
Cc1ccc(C(C)C)c(OCCNc2nc3c(c(=O)n(C)c(=O)n3C)n2C)c1	2	7
CC(C)C(=O)Nc1ccc(NC(=O)c2cc3ccccc3o2)cc1	3	3
Cc1cc(-c2ccccc2C(=O)O)on1	5	8

Following part:
SMILES	TNAP inh pNP	TNAP Pi inh
O=C(CCc1ccccc1)Nc1ccc(NC(=O)c2ccco2)nc1	5	10
CC(Sc1nc(N)cc(=O)[nH]1)C(=O)NC1CCCCC1 (centres undefined)	4	6
O=c1oc2c(CN3CCOCC3)c(O)c(Cl)cc2c2c1CCC2	1	-1
Cc1cc(=O)oc(C)c1C(=O)N[C@@H]1CCCCNC1=O	3	8
COc1cccc(NC(=O)C2CCN(S(C)(=O)=O)CC2)c1	-17	-9
Cn1c(COc2ccccc2)nnc1SCC(=O)Nc1ccc2c(c1)OCO2	7	13
O=C1C=C(c2ccccc2)C(O)(c2ccccc2)C1 (centres undefined)	-4	0
COc1ccc(-c2noc(CCC(=O)Nc3ccc(C)c(C)c3)n2)cc1	2	7
CC1(C)Cc2c(C#N)c(N3CCN(C(=O)c4ccco4)CC3)nc(Cc3ccccc3)c2CO1	2	-7
CCc1c(C)nc(SCCOc2ccc(OC(C)C)cc2)[nH]c1=O	8	11
COCCCn1c(SCc2cc(=O)[nH]c3ccccc23)nnc1-c1ccco1	3	11
CC1CCN(CC(=O)N2c3ccccc3CCc3ccccc32)CC1	-6	2
CCn1c(N2CCN(CC(=O)Nc3cccc(C)c3C)CC2)nc2ccccc21	2	8
O=c1c(/C=N/O)coc2ccc3ccccc3c12	2	-4
C=CCOn1c(=O)c(=O)n(OCc2ccccc2)c2ccccc21	-1	6
COc1ccc2c(c1)C(=O)N(c1ccccc1OC)C(=O)C2(C)C	0	0
CCCN(CCC)c1nc2ccccc2nc1C(C#N)C(=O)OC(C)COC (centres undefined)	1	5
CC(OC(=O)c1cc2sccc2n1C)C(=O)NCc1ccc2c(c1)OCO2 (centres undefined)	4	6
Cc1ccc(OCC(=O)N2CCC(N3CCCCCC3)CC2)cc1	1	5
CCCOC(=O)c1ccc(Oc2cn[nH]c2-c2ccc(OC)cc2O)cc1	2	-16
CS(=O)(=O)NC1c2cccc3cccc(c23)C1N1CCOCC1 (centres undefined)	3	11
CC1(C)CC2(CCO1)N1CC3(C)CN2CC(C)(C1)C3O (centres undefined)	-6	-6
COC(=O)Nc1ncc(CN2C(=O)c3ccccc3C2=O)s1	2	-13
COCCCN1C(=O)C(O)=C(C(=O)c2ccco2)C1c1cccc(Br)c1 (centres undefined)	3	16
Nc1nnnn1CC(=O)OCc1cccc(Br)c1	-2	4

Carrying on:
SMILES	TNAP inh pNP	TNAP Pi inh
O=S(=O)(c1ccccc1)N1CCC(N2CCN(c3ccccc3)CC2)CC1	4	8
COc1ccc(C(=O)CSc2nnc(-c3ccoc3C)n2CC2CCCO2)cc1 (centres undefined)	7	-2
Cc1cccn2c(=O)c3cc(C#N)c(=NC(=O)c4ccncc4)n(CCCOC(C)C)c3nc12	1	14
O=C(NCc1ccco1)c1ccccc1Br	-3	-2
CCCCOC(=O)n1c(=O)oc2cc(S(=O)(=O)N3CCCCC3)ccc21	10	9
CCn1nnc(C(=O)O)c1C(=O)O	-15	-18
COc1ccc(-c2sccc2C(C)C(=O)O)cc1 (centres undefined)	4	4
CCOC(=O)C1=C(c2ccccc2)NC(=O)NC1c1ccc(OCC#N)c(OC)c1 (centres undefined)	3	17
CCOC(=O)C1CCCN(c2cc(C)nc3cc(-c4ccc(F)cc4)nn23)C1 (centres undefined)	0	0
COC(=O)c1nc(NC(=O)c2ccc(Cl)cc2)n[nH]1	4	2
Cc1csc(SCC(=O)Nc2cccc3nsnc23)n1	-1	7
O=C(O)CS(=O)(=O)c1ccc(Oc2ccc(S(=O)(=O)CC(=O)O)cc2)cc1	3	8
COCCCN1C(=O)C(O)=C(C(=O)c2ccco2)C1c1ccc(Br)cc1 (centres undefined)	-13	-13
Cc1cc(C)nc(-n2nc(C)cc2NC(=O)COC(=O)CCC(=O)c2cccs2)n1	6	11
N#CCCN1CCN(C(CNS(=O)(=O)c2ccc(Cl)cc2)c2ccccc2)CC1 (centres undefined)	8	14
O=C(COc1ccc(F)cc1Br)NCc1ccccn1	2	0
CC(C)=CC(=O)Nc1ccc2c(c1)OCO2	6	10
CN1CCN(CCCCOc2ccc(F)cc2)CC1	2	6
CC(NC(=O)Cn1cnnn1)C12CC3CC(CC(C3)C1)C2 (centres undefined)	3	6
COc1ccc(Cn2nnnc2C(c2cccs2)N2CCN(c3ccccc3)CC2)cc1 (centres undefined)	-8	-6
O=c1c2c3nc4ccccc4nc3n(/N=C/c3cccs3)c2ncn1-c1ccccc1	6	8
CCCSc1nc(C)cc(=O)[nH]1	7	12
Cc1cccc(NS(=O)(=O)c2cccs2)n1	3	18
C=CCn1c(C(C)NC(=O)CC)nc2ccccc21 (centres undefined)	2	9
N#Cc1c(SCC(=O)Nc2nccs2)nc2c(c1-c1ccco1)CCCC2	1	9

The listing continues:
SMILES	TNAP inh pNP	TNAP Pi inh
CCCCN1C(=O)c2ccc(C(=O)Nc3cccnc3)cc2C1=O	5	0
CC1(C)Oc2ccc(C(=O)N3CCCCC3)cc2N(CC(=O)NCc2ccccc2)C1=O	5	11
COc1cccc(C2C(C(=O)c3cc4ccccc4o3)=C(O)C(=O)N2CCN(C)C)c1OC (centres undefined)	0	0
Cc1ccc(-n2nnnc2SCC(N)=O)c(C)c1	5	-5
CCOc1ccc(NC(C)c2cc(Cl)ccc2O)cc1 (centres undefined)	0	4
CCOC(=O)c1[nH]c2ccc(OC)cc2c1NC(=O)CCN1CCN(Cc2ccccc2)CC1	0	0
CNC(=O)n1ccc(C(=O)N2CCCCC2)n1	2	-4
CCOC(=O)C1=C(CSc2nc(-c3ccncc3)ccc2C#N)OC(N)=C(C#N)C1c1cccnc1 (centres undefined)	-8	-8
Cc1noc(C)c1C(=O)NC(C)C1CCCO1 (centres undefined)	2	9
CCCOC(=O)CCn1c(=S)oc2ccccc21	4	8
CCOC(=O)CNC(=O)c1ccc2c(c1)OCCO2	4	13
COC(=O)C1(CCSC)NC(c2ccccc2OC)C2C(=O)N(C)C(=O)C21 (centres undefined)	6	8
COc1ccc(OC)c(-c2c[n+](=O)c3c(n2[O-])CCCC3)c1	7	8
CCc1ccc(CCC(=O)Nc2ccc(C)cc2C)o1	3	11
CCN1c2ccccc2-c2nc3ccccc3n2C1c1cccnc1 (centres undefined)	2	10
COC(=O)c1ccc(S(=O)(=O)N(Cc2cc3cc4c(cc3[nH]c2=O)OCO4)C2CCCCC2)cc1	2	7
COCC(C)n1c(C)cc(C(=O)COc2ccc(S(=O)(=O)N3CCOCC3)cc2Cl)c1C (centres undefined)	7	9
CCCn1cnc2cc(NCc3cccc(OC)c3)ccc21	0	0
COc1cccc(Cn2c(Oc3ccccc3)nc3c2c(=O)n(C)c(=O)n3C)c1	8	13
CC(C(=O)Nc1ccccc1C(=O)N1CCCC1)n1nnc2ccccc21 (centres undefined)	2	-16
O=C(Nc1ccc(OCC(=O)N2CCN(S(=O)(=O)c3ccccc3)CC2)cc1)c1ccco1	6	2
C=CCOC(=O)C1=C(C)NC(SCC(=O)OCC)=C(C#N)C1c1ccc(O)c(OC)c1 (centres undefined)	-6	-2
COC(=O)c1cc(OC)c(OC)cc1NC(=O)Nc1ccc(OC)cc1OC	3	5
Cc1cc(C)c(C(=O)COC(=O)Cn2cnnn2)cc1C	2	6
COC(=O)COc1ccc(Oc2cc(C)nc(SC)n2)nn1	4	10

An excerpt of these results, with bars between the fields.
smiles | TNAP inh pNP | TNAP Pi inh
Cc1noc(C)c1C(=O)NC(C)C1CCCO1 (centres undefined) | 2 | 9
CCCOC(=O)CCn1c(=S)oc2ccccc21 | 4 | 8

The list goes on:
SMILES	TNAP inh pNP	TNAP Pi inh
CCN(CC)CC(=O)Nc1c(Br)ccc2c1OCO2	2	12
O=C(Nc1c(-c2ccccc2)nc2c(Br)cc(Br)cn12)c1ccco1	1	9
O=C(NC1CCN(C(=O)Nc2ccccc2)CC1)C1CCCCC1	6	14
Cc1cccc(C)c1OCC(O)CN (centres undefined)	0	0
Cc1c(NC(=O)CSc2nnnn2Cc2ccccc2)c(=O)n(-c2ccccc2)n1C	5	14
C=CCc1cccc(CNc2nc3ccccc3n2C(C)C)c1O	0	0
c1ccc(Nc2c3c(nc4ncnn24)CCC3)cc1	2	5
CCOC(=O)C1=C(N)N2C(=O)CSC2=C(C(=O)OC)C1	0	5
CN(Cc1ccccc1)c1nc2c(c(=O)[nH]c(=O)n2C)n1CCSc1nc2ccccc2[nH]1	2	9
Cc1cc(C(=O)N2CCN(c3ccccn3)CC2)c(C)o1	6	10
CC(=O)Nc1ccc(C(=O)CSc2nnc(-c3ccc(O)cc3)n2CC2CCCO2)cc1 (centres undefined)	5	-3
O=C(CSc1nc(-c2ccccc2)cc(=O)[nH]1)N1CCc2ccccc21	3	-12
O=S(=O)(c1ccc2c(c1)OCCO2)N1CCC(O)(c2ccc(Cl)cc2)CC1	-3	9
Cc1cc(C)n2nc(-c3cccnc3)nc2n1	0	0
CC(C)(C)Cc1nnc(NS(=O)(=O)c2ccc(F)cc2)s1	5	13
Cc1cccc(CN2CCN(C(c3ccccc3)c3ccc(Cl)cc3)CC2)c1 (centres undefined)	-2	2
CCN(CC)CCNC(=O)c1c(C)oc2cc(Br)c(OC)cc12	-11	-8
CS(=O)(=O)N(CC(N)=O)c1ccc(F)c(Cl)c1	3	11
Cc1cc(NC(=O)Cn2nc(C(F)(F)F)c3c2CCC3)n(-c2ccccc2)n1	6	13
Cc1oc(C)c(C(N)=O)c1C(N)=O	4	11
CCCCC(=O)Nc1ccc2c(c1)OCCO2	-6	4
COC(=O)C(C(=O)OC)N1C(=O)CCC1=O	1	5
O=S1(=O)CCN2C(=N1)Sc1c2ccc2c1CCCC2	2	-4
CSc1nc2ccc(S(=O)(=O)Nc3c(C)n(C)n(-c4ccccc4)c3=O)cc2s1	4	21
COc1cc(C(=O)N2CCN(C(=O)Cc3ccccc3)CC2)cc(OC)c1OC	-7	9

Next results.
SMILES	TNAP inh pNP	TNAP Pi inh
CSc1nc2sc3c(c2c(=O)n1C1CCCCC1)CCN(C)C3	-1	-2
COc1ccc(CCN(C)C(=O)N2CCOCC2)cc1OC	4	9
CCn1nnc(-c2ccccc2NC(=O)C(F)(F)F)n1	4	7
COc1ccc(F)cc1CN1CCN(c2cc(C)nc3c4c(C)cc(C)nc4nn23)CC1	7	-2
Cc1cc(C)c2c(CN3CCN(C)CC3)cc(=O)oc2c1	1	7
O=c1cc(-c2ccccc2)nc2n1Cc1ccccc1-2	0	-19
